MT stabilizer: microtubule stabilization, imaging screen. % tubulin-high responders, % at 10 µM. HeLa tubulin immunostaining HCS, 24 h; share of cells brighter than vehicle mean+2SD. AID 2205. actives 0.83% (n = 200,000);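 active = plate Z-score above 3 for both tubulin-high and condensed-nucleus cell shares, with cell loss under 80%, at 10 µM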;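 note: anti alpha tubulin signal scored within the nucleus-defined area of each cell; some results filed as inactive read as strong as hits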
NOD2 inhibition: NOD2 signaling inhibitors, cell-based, luminescence, uHTS, HEK293 (AID 1566); HEK293 NOD2/NF-kB luciferase reporter, luminescence; higher % means a stronger effect; inhibition, % at 4 µM; hits with a dose series show EC50 in µM; actives 0.63% (n = 290,000); in the data active = inhibition above about 50%; note: many of its hits are not listed in these tables
NOD1 inhibition: inhibition of NOD1-driven NF-kB reporter – cell-based, luminescence, uHTS, primary screen (AID 1578). NOD1-driven NF-kB luciferase reporter cells, luminescence; higher % means a stronger effect. actives 1% (n = 290,000). inhibition, % at 4 µM, or EC50 in µM where a hit was titrated; in the data active = inhibition mostly above about 36%, no sharp cut-off; inactive = mostly below about 34%;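 note: HEK-293T reporter cells stimulated with the NOD1 agonist gamma-tri-DAP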
Dynein transport: blocks dynein driven cargo transport along microtubules; 3617.4 mouse cells, GR-EGFP nuclear translocation imaging; test concentration mostly 20 µM; stimulated with dexamethasone, 1 µM; active compounds read low; z-score, hits read low; actives 0.47% (n = 220,000); AID 1381;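 active = plate z-score of nuclear minus cytoplasmic receptor signal below a set negative limit, without overly bright fluorescence or cell loss, cut at about -3.5 in these data, passing the limit was not always enough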;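 note: z-score of nuclear minus cytoplasmic ring GR-EGFP intensity difference per well; some compounds called inactive have numbers as strong as hits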
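Also added: dexamethasone, 1.0 µM final. Medium: tet-free, stripped-serum medium. Detection: fixed, Hoechst-stained cells imaged at 10x for EGFP. Read-out: nuclear-to-cytoplasmic GR-EGFP distribution per well. Times: induction 48 h, compound 1 h, agonist 30 min.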
Yfh1-off respiration: enhancers of respiration in Yfh1-depleted yeast, dose response, Friedreich's ataxia, plus single-dose screen (AID 1465); S. cerevisiae Yfh1-off respiration, WST-1 reduction, 72 h; higher fold induction means a stronger effect; fold induction at 50 µM; hits with a dose series show EC50 in µM; actives 0.074% (n = 220,000);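 active = fold induction of absorbance versus untreated yeast above a set limit, then at least 30% activation at any dose in follow-up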;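 note: activators that raise dye reduction in frataxin-depleted yeast; strong numbers were not always called active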
Autophagy mod: alters autophagy in cells; MEF GFP-LC3 puncta imaging; test concentration mostly 10 µM; AID 463193; actives 0.98% (n = 190,000); calls only at 10 µM (by protocol);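 active = percentage of spot-positive cells more than 3 SD above its plate mean, without a fluorescence outlier flag or 80% toxicity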;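 note: spot-positive cell cutoff set from DMSO-treated cells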
P. falciparum M17LAP: P. falciparum M17LAP inhibitors, primary screen, biochemical, fluorogenic H-Leu-NHMec substrate, 1536-well (AID 1619) | recombinant M17LAP, H-Leu-NHMec fluorogenic kinetic assay; higher % means a stronger effect | one-dose inhibition, % at 30 µM; IC50 in µM for titrated hits | actives 0.38% (n = 220,000);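 active = compound inhibiting the enzyme by more than half at any dose during confirmatory dose-response retesting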;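 note: plate controls were full reaction with DMSO carrier for no effect and no enzyme background for full effect; strong numbers were not always called active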
Ins promoter up: MIN6 insulin promoter up-regulation. z-score at 5 µM. MIN6 insulin promoter-GFP reporter, high-content imaging; active compounds read high. actives 0.3% (n = 190,000);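 active = z-score above 3 at 5 µM with at least 500 cells counted in the well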
bCat nuc transl: modulators of beta-catenin nuclear translocation. nuclear translocation activity, % at 5 µM. actives 0.3% (n = 190,000). HeLa beta-catenin nuclear translocation, immunofluorescence imaging;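 active = nuclear translocation activity above 50% at 5 µM, with a well cell count of 50 or more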;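 note: per-cell ratio of nuclear to cytoplasmic median beta-catenin stain intensity; plate controls were DMSO negative control for no effect and GSK-3 inhibitor IX positive control for full effect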
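test system = HeLa cells, endogenous beta-catenin | dosing = single 5 µM dose plus 0.02–20 µM confirmation series | times = compound treatment 24 h, 37°C, 5% CO2 | technique = beta-catenin immunofluorescence imaging with DAPI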
Dynein transport cytoplasmic EGFP: also measured in Dynein transport; calls as there; z-score; measured here: cytoplasmic GR-EGFP intensity; active compounds read high
Dynein transport nuclear GR-EGFP: further read-out of Dynein transport, marked with its call; z-score; measured here: nuclear GR-EGFP intensity;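 lower value marks the stronger effect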
Dynein transport cell count: also measured in Dynein transport; calls as there; z-score; measured here: cell count per field
Ins promoter up cell count: further read-out of Ins promoter up, marked with its call; cell count; measured here: cytotoxicity, nuclei count;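 total cells summed across four imaged fields per well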
bCat nuc transl cell count 5 µM: second read-out of bCat nuc transl, no call of its own (marks repeat the call); cell count; measured here: cell count, cytotoxicity flag
MT stabilizer Hoechst-high %: second read-out of MT stabilizer, no call of its own (marks repeat the call); % Hoechst-high responders; measured here: nuclear condensation Hoechst responders;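 share of cells brighter than vehicle mean plus two SD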
MT stabilizer cytotoxicity %: second read-out of MT stabilizer, no call of its own (marks repeat the call); toxicity, %; measured here: cytotoxicity by cell density;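 0% = mean cell density of plate MIN control wells and 100% = no cells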
Autophagy mod cell loss 18 h: second read-out of Autophagy mod, no call of its own (marks repeat the call); toxicity, %; measured here: cell loss, nuclei count;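 cell loss after 18 h compound exposure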
Numbers without * were called inactive; i = inactive; / = no result given.

SMILES	MT stabilizer	MT stabilizer Hoechst-high %	MT stabilizer cytotoxicity %	NOD2 inhibition	NOD1 inhibition	Dynein transport	Dynein transport cytoplasmic EGFP	Dynein transport nuclear GR-EGFP	Dynein transport cell count	Yfh1-off respiration	Autophagy mod	Autophagy mod cell loss 18 h	P. falciparum M17LAP	Ins promoter up	Ins promoter up cell count	bCat nuc transl	bCat nuc transl cell count 5 µM
COc1ccc(/C(O)=C2\C(=O)C(=O)N(CCN(C)C)C2c2cccc(OC)c2OC)cc1 (stereo not given)	1.8	2.5	8.3	14.2%	-3.7%	-0.365	-0.252	0.741	0.00871	i	i	13.7	24.4%	/	/	0.3	915
CCC(C)(C)NC(=O)CN(Cc1cccs1)C(=O)CNS(=O)(=O)c1ccc(C)cc1	1.9	1.7	7.5	1.8%	-7.4%	0.0959	-0.202	0.114	0.341	i	i	4.1	14.0%	-0.24	1021	-3.7	1207
CCn1cc(C(=O)O)c(=O)c2cc(F)c(N3CCN(S(=O)(=O)c4ccc(NC(=O)OC)cc4)CC3)cc21	3.4	3.8	8.4	7.2%	-7.1%	0.378	-0.149	0.515	0.0259	i	i	1.1	-4.3%	-0.38	1539	-0.4	1167
O=C(Cc1cccc2ccccc12)Nc1nc(-c2cccc([N+](=O)[O-])c2)cs1	4.4	2.0	3.4	-6.7%	-25.7%	-0.239	-0.15	-0.049	-0.517	i	i	18.9	4.0%	-0.09	1531	1.0	1037
O=C(NCCCN1CCOCC1)c1ccc(S(=O)(=O)N2CCOCC2)cc1	4.1	1.9	8.1	-0.3%	8.2%	-0.733	-0.23	-0.0371	0.768	i	i	-9.6	-9.2%	1.04	1079	1.2	765
O=C(N/N=C1\C2CN3CCN(C2)CC1(c1ccccc1)C3)Nc1ccccc1	2.3	2.5	4.8	6.1%	-12.3%	0.662	-0.357	0.828	-0.395	i	i	8.0	-1.2%	-0.32	1304	-0.8	1020
O=C(NC1CCCC1)C(c1ccc(F)cc1)N(Cc1ccc(F)cc1)C(=O)c1ccn[nH]1 (stereo not given)	2.0	1.7	9.1	2.7%	-1.4%	-0.571	-0.177	0.398	0.589	i	i	19.0	-0.4%	0.83	1667	-0.4	1377
CCC1=NC(c2ccccc2Cl)N(O)C1(C)C (stereo not given)	2.7	0.8	6.7	-6.3%	-6.2%	2.78	-0.225	2.98	-1.58	i	i	14.9	-8.4%	-1.09	899	0.1	1164
CC(C)C(=O)Nc1cccc(C(=O)NCCc2ccc(S(N)(=O)=O)cc2)c1	2.2	1.7	3.3	1.4%	-12.8%	-0.554	-0.232	-0.235	-0.581	i	i	8.4	10.4%	-0.97	1299	-0.1	991
Cc1ccc(N(C(C)C(=O)Nc2cc(Cl)ccc2Oc2ccccc2)S(C)(=O)=O)cc1 (stereo not given)	2.5	1.0	11.5	-10.3%	-3.3%	-0.455	-0.202	0.0299	0.102	i	i	-16.2	14.2%	-0.43	1542	0.4	1319
O=C(O)c1ccc(F)c(S(=O)(=O)Nc2ccccc2Cl)c1	3.0	2.1	4.9	6.1%	2.8%	-0.59	-0.265	-0.506	1.24	i	i	-2.3	-78.7%	0.27	1273	/	/
O=C(NCCCN1CCOCC1)c1cc(-c2ccc(Cl)cc2)on1	2.0	2.4	12.5	5.5%	-46.8%	-0.148	-0.222	0.177	-0.0283	i	i	5.6	-6.4%	/	/	-2.0	1159
CC(=O)Nc1cc(S(=O)(=O)Nc2ccccc2)c(C)cc1C	3.1	1.7	7.1	6.1%	6.1%	-0.0147	-0.213	-0.146	-1.07	i	i	-39.1	-12.6%	/	/	/	/
CCCCOn1c(C)c(C(C)=O)c2c3no[n+]([O-])c3ccc21	2.2	1.8	5.5	41.4%	18.2%	0.504	-0.175	0.483	0.167	i	i	11.9	-1.6%	-1.15	1552	-3.5	1172
COCCn1c(SCC#N)nnc1-c1ccc([N+](=O)[O-])cc1	1.7	1.4	3.1	4.8%	-27.1%	-0.142	-0.262	0.012	-0.349	i	i	20.3	8.9%	0.32	1288	-0.8	1037
CCOC(=O)CC1ON(C)C(=O)N1c1ccc(Cl)cc1Cl (stereo not given)	1.1	1.5	4.0	4.0%	12.2%	-0.603	-0.0501	-0.00198	0.508	i	i	-1.4	-2.0%	1.03	1106	2.1	1039
CC(=O)Nc1cc(NC(C)=O)cc(-c2nc3ccccc3[nH]2)c1	2.7	1.6	5.2	10.3%	-18.5%	-0.738	-0.363	-0.351	1.37	i	i	-1.6	4.7%	-0.04	1480	1.1	1104
C/C(O)=C/c1nc2ccccc2[nH]c1=O	2.9	1.9	6.6	8.9%	-16.9%	1.41	-0.244	0.871	-0.955	i	i	-0.2	5.3%	0.87	1183	-2.1	978
Cc1nc(-c2cccc(S(=O)(=O)N3CCOCC3)c2)cs1	1.6	2.2	10.5	13.7%	-13.1%	1.51	-0.159	1.76	-1.72	i	i	12.3	-14.0%	0.71	1924	-1.6	1036
CCCc1nc(-c2cc3cc(C)ccc3[nH]c2=O)no1	/	/	/	8.6%	-2.1%	-1.27	-0.271	-0.642	1.04	i	/	/	18.3%	0	1056	-1.0	1289
CCCCOC(=O)C1=C(C)NC(=O)NC1c1ccc([N+](=O)[O-])s1 (stereo not given)	2.0	2.2	4.3	17.4%	0.8%	-0.616	-0.165	-0.592	0.812	i	i	-2.8	20.0%	-0.14	1267	-5.9	605
CC(C)(C)[C@@H]1C=C(C(=O)NC2CC2)O[C@H](OCc2ccc(CO)cc2)C1	2.8	0.5	6.6	16.4%	-28.5%	-0.54	-0.303	-0.0113	0.369	i	i	4.5	1.8%	0.07	1416	-0.9	1191
Cc1cc2cc(CCNC(=O)CC(C)(C)C)c(=O)[nH]c2cc1C	2.4	3.9	11.1	2.4%	/	-1.17	-0.181	-0.521	0.663	i	i	-7.7	6.5%	0.16	1899	-0.5	1107
CCOC(=O)C1(Cc2ccccc2Cl)CCN(Cc2csc(C(C)=O)c2)CC1	2.0	1.7	8.4	3.8%	-23.3%	-1.17	-0.114	-0.822	0.0339	i	i	-9.4	-9.1%	/	/	1.0	973
CCNc1ccc(C(=O)OCC)cc1NC(=O)c1cccc(S(=O)(=O)N(C)c2ccccc2)c1	4.7	3.3	11.5	18.6%	-14.8%	-0.341	-0.207	-0.0984	0.124	i	i	6.2	-3.7%	0.83	1306	-3.8	1101
CCCCn1cnc2cc(NCc3ccncc3)ccc21	4.2	1.9	7.9	9.9%	-10.1%	0.295	-0.126	0.0193	0.00626	i	i	-1.0	-18.8%	0.22	1709	-0.8	994
Cc1ccc(S(=O)(=O)N2CC=C(C(=O)NCc3ccc(F)cc3)CC2)cc1	2.3	1.4	4.1	17.1%	-22.9%	0.529	0.119	1.39	-1.96	/	i	10.2	-5.4%	-0.02	1309	-1.6	594
COCC(=O)Nc1cc(C(=O)Nc2ccccc2C)ccc1Cl	2.4	1.5	7.4	11.9%	-15.2%	0.908	-0.217	0.206	-0.436	i	i	-11.1	-0.9%	0.72	1485	2.1	1425
CCOC(=O)N1CCN(C(=O)C2CCCN(c3nc4ccc(OCC)cc4s3)C2)CC1 (stereo not given)	2.2	1.3	0.0	-9.4%	-31.2%	1.3	-0.171	0.97	-0.572	i	i	-16.0	5.6%	-0.59	1942	1.0	1127
CC(=O)N(c1ccccc1Cl)S(=O)(=O)c1ccc(Cl)cc1	2.0	1.9	6.9	/	/	0.601	-0.243	-0.238	-0.148	i	i	-2.0	-2.3%	1.1	1103	0.0	1078
CC(=O)Nc1cccc(NC(=O)Nc2cccc(F)c2)c1	4.9	1.9	4.0	2.4%	-15.0%	-0.957	-0.164	-0.358	0.392	i	i	4.9	-4.7%	-0.45	1445	3.2	993
NC(=O)N/N=C/c1ccc(-c2cccc(C(F)(F)F)c2)o1	3.9	3.9	6.7	-3.8%	-38.1%	-0.635	-0.144	-0.232	0.174	i	i	-4.8	20.4%	-0.04	1169	4.0	958
CCCC(=O)OCC(=O)Nc1cc(C(C)(C)C)nn1-c1ccccc1	3.1	1.5	11.5	4.3%	6.6%	1.14	-0.358	0.26	0.222	i	i	2.9	-9.4%	-0.48	1400	-6.7	1232
CC(C)(C)n1nnnc1C(c1cccnc1)N(Cc1ccccc1)Cc1ccco1 (stereo not given)	3.8	1.2	6.4	14.4%	-14.4%	0.0177	-0.198	0.849	-0.536	/	i	20.7	-2.1%	0.22	1650	-3.9	1361
O=C(NNc1ccccc1[N+](=O)[O-])Nc1ccc(Cl)c(Cl)c1	2.4	2.3	7.4	1.4%	16.1%	-0.0437	-0.293	-0.362	-0.28	i	i	-9.3	14.4%	0.34	1391	/	/
COc1ccccc1NS(=O)(=O)c1ccc(N/N=C/c2c(C)nn(-c3ccccc3)c2N2CCCC2)c([N+](=O)[O-])c1	3.5	2.9	8.4	-2.9%	-7.3%	0.84	-0.233	-0.0518	-0.562	i	i	5.6	-9.6%	-1.16	1170	/	/
Cn1c(=O)c2c(nc(N3CCOCC3)n2Cc2c(F)cccc2Cl)n(C)c1=O	2.8	2.2	3.0	0.7%	10.3%	-0.667	-0.206	-0.316	0.417	i	i	-8.9	14.9%	-1.16	901	1.6	1213
OC1(c2ccccc2F)CCN(Cc2nnnn2Cc2ccc(F)cc2)CC1	3.9	1.7	10.9	-5.8%	-16.3%	1.52	-0.224	1.25	-0.889	i	i	-8.0	/	-0.37	1677	1.2	896

Screening data from PubChem BioAssay.

The list is partial; count on the stated rates, not on these rows.
